Screens from PubChem.
14-3-3 Bad inh = disrupts binding of bovine 14-3-3 zeta to phospho-Bad peptide; AID 781; hit rate 0.71% among 220,000; TR-FRET 14-3-3zeta/Dy647-pBad peptide displacement, 1 h; inhibition, % at 21.7 µM; P63103;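 active = inhibition above about 70%, limit read from the data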;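 also: 0% = full 14-3-3 plus peptide FRET controls and 100% = background without 14-3-3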
PGE2 EP2 inh = blocks the human prostaglandin E2 receptor EP2 | P43116 | C6 glioma cells expressing human EP2, cAMP TR-FRET; cells stimulated with saturating PGE2 | inhibition, % at 25 µM | hit rate 0.52% among 260,000 | AID 1422;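 active = percent inhibition above 40 after rounding to a whole number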;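 also: rat C6 glioma host cells with rolipram phosphodiesterase inhibitor present; the protocol text gives 20 µM as final concentration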
EP2 mod = modulates human prostaglandin E2 receptor EP2 signaling; P43116; EP2-expressing cells, cAMP HTRF FRET, PGE2 co-stimulation; induction, % at 25 µM; hit rate 0.83% among 260,000;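 active = compounds whose cAMP rise, as percent of the full-agonist control response, exceeds 60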;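 also: rat C6 glioma line stably carrying human EP2 under a CMV promoter; the protocol text gives 20 µM as final concentration; 100% = response of wells given 1 µM PGE2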
PPC-1+TRAIL kill = compounds killing PPC-1 cancer cells with TRAIL present (potentiator screen, no TRAIL-free arm); PPC-1 cells + TRAIL, ATPLite viability luminescence; cell killing (% activity), % at 4 µM; hit rate 0.41% among 220,000;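 active = cell killing above 50% in the first pass at 4 µM, then a duplicate retest at 5 µM averaging 50% or more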;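 also: plate controls were cells with TRAIL plus DMSO for no effect and medium-only wells lacking cells for full effect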
NPY Y1 blocker = blocks the human neuropeptide Y Y1 receptor | hit rate 1% among 200,000 | inhibition, % at 3.6 µM | HEK293-CNG Y1 cells, membrane potential fluorescence; NPY at EC95, then isoproterenol | P25929 | AID 1040;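 active = inhibition above the campaign mean inhibition of all tested compounds plus 3 SD, cut at about 20% in these data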;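 also: 0% = DMSO wells given NPY plus isoproterenol and 100% = isoproterenol alone without NPY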
Target sequence (P25929 whole entry, looked up): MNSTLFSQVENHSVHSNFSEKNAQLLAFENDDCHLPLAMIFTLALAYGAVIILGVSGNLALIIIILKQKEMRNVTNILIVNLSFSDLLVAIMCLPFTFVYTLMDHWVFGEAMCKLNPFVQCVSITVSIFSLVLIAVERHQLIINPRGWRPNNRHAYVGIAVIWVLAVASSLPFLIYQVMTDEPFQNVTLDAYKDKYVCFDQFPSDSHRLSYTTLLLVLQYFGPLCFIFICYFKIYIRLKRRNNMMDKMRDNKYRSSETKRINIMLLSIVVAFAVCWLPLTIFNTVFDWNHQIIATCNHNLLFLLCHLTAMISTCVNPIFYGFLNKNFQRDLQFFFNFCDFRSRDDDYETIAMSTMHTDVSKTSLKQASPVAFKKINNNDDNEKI
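material = HEK293 cells with Y1 receptor plus CNG channel | also added = NPY 25 nM then isoproterenol 1 µM plus Ro 20-1724 25 µM | schedule = dye 3 h, compound 60 min room temperature, stimulation 45 min | measured by = membrane potential fluorescence | benchmarks = high control isoproterenol alone, low control NPY with isoproterenol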
CHOP inhibitor = blocks CHOP induction under ER stress. CHO-K1 CHOP-promoter luciferase, tunicamycin-induced, 15-18 h. inhibition, % at 10 µM. hit rate 3.8% among 220,000;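 active = compounds that reduced the stress-induced luciferase reporter signal by more than about 70% of percent inhibition, limit read from the data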;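 also: 0% = tunicamycin plus vehicle and 100% = wells without tunicamycin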
zfTRPN1 agonist = agonists of zebrafish TRPN1 channel; HEK293 zebrafish TRPN1-YFP, Fluo-8 calcium fluorescence; 100% = response to 87 µM carbachol; activation, % at 3 µM; hit rate 0.18% among 220,000; AID 1424;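 active = activation above its plate's cutoff, the mean activation of test wells on that plate plus 3 SD, cut at about 19% in these data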;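 also: 0% = DMSO alone and 100% = 87 µM carbachol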
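Control set: carbachol 87 µM as high control, DMSO as low control; system: HEK293 stable line with zebrafish TRPN1-YFP; read-out: % activation versus carbachol response; detection: intracellular calcium fluorescence with Fluo-8; doses: single test compound dose, 3 µM nominal, 0.3% DMSO; schedule: dye 1 h 37 °C plus 30 min RT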
NPY1 pot ag = potentiators or agonists of human neuropeptide Y receptor Y1; P25929; NPY-Y1 expressing cells, potentiator/agonist activation; activation, % at 3.6 µM; hit rate 0.37% among 220,000; in the data active = activation above about 33%, passing the limit was not always enough;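 also: cells stimulated with NPY at EC10 then isoproterenol at EC100; 0% = low agonist plus stimulus and 100% = saturating agonist plus stimulus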
TRPML3 agonist = agonists of human TRPML3 channel; HEK293 TRPML3-YFP, Fluo-8 calcium fluorescence; 100% = the carbachol control signal; Q8TDD5; hit rate 0.29% among 220,000; activation, % at 3 µM; AID 1448;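 active = activation above its plate's cutoff, the mean activation of the plate's test wells plus 3 SD, cut at about 12% in these data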;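 also: 0% = DMSO only wells and 100% = carbachol wells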
Target sequence (Q8TDD5 whole entry, looked up): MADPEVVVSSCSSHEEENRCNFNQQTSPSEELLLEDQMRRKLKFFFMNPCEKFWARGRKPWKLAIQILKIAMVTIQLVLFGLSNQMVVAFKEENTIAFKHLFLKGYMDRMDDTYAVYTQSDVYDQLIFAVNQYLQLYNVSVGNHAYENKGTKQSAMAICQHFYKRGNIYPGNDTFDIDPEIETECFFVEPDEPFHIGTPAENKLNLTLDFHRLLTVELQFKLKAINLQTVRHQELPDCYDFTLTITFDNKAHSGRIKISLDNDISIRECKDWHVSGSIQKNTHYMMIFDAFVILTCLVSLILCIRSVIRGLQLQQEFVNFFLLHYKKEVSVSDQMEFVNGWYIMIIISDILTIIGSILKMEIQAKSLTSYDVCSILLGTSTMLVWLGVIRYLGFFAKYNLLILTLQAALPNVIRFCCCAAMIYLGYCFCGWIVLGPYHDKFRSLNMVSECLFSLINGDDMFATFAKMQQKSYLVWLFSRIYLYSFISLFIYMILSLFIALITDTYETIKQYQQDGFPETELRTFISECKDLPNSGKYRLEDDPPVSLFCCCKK
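Material: HEK293 cells stably carrying human TRPML3-YFP; compound dosing: single dose, 3 µM final nominal compound, 0.3% DMSO final; incubation: 1-h 37 °C dye load, 5-s basal, 120-s post-compound reads; technique: Fluo-8 intracellular calcium fluorescence, excitation 470-495 nm, emission 515-575 nm; read-out basis: percent activation from peak-to-basal fluorescence ratio, scaled between DMSO and carbachol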
* hit, by the source's call; x = not tested or not shown; & = joins results of further samples; [ ] = another dose, or the depositor's remark.

SMILES	14-3-3 Bad inh	PGE2 EP2 inh	EP2 mod	PPC-1+TRAIL kill	NPY Y1 blocker	CHOP inhibitor	zfTRPN1 agonist	NPY1 pot ag	TRPML3 agonist
N#CC1=C(N)NC(SCC(=O)Nc2ccccc2)=C(C#N)C12CCCCC2	8	39	-54	12	-8	-3	3.0	13	2.8
COc1ccc(NC(=O)COC(=O)CC23CC4CC(CC(C4)C2)C3)c([N+](=O)[O-])c1	6	4	24	-4	-2	7	-0.5	-24	0.0
O=C(NCCO)c1ccc2c3n(nc2c1)-c1ccccc1CO3	5	19	7	71*[5 µM]	x	-25	x	x	x
O=C1C2=C(SCCS2)C(=O)N1CCCO	-6	x	5	-4	-5	39	0.0	-15	1.3
COc1ccc(N=C2SC(CC(=O)Nc3ccccc3F)C(=O)N2Cc2ccco2)cc1 (configuration not stated)	-4	1	37	15	6	36	-0.6	-8	0.9
COC(=O)CS(=O)(=O)c1ccsc1C(=O)Nc1ccc(F)c(F)c1	-11	2	2	9	-1	9	-0.9	13	0.7
CCCOc1c(OC)cccc1C1CC(=O)Nc2cc3c(cc21)OCO3 (configuration not stated)	-7	13	29	-12	2	47	-0.9	1	-1.5
COc1ccc(-c2nc3c(c4nnc(SC(C)C(=O)Nc5ccc(C)cc5)n24)COC(C)(C)C3)cc1 (configuration not stated)	3	5	8	-2	-9	9	2.4	-10	0.8
O=C(Cn1c(CO)nc2ccccc21)NCCc1ccccc1	-19	6	34	-8	1	10	0.0	2	-0.2
CCN1CNC(=S)N(C(C)c2ccccc2)C1 (configuration not stated)	0	3	-1	12	-3	6	0.1	4	0.4
COc1ccc(NC(=O)Cn2nnc(C(=O)Nc3ccccc3C)c2N)cc1	-10	10	-26	14	2	-5	-0.9	6	-0.2
O=c1[nH]c(SCc2ccccc2)nc2c1cnn2-c1ccc(F)cc1	6	1	32	10	-1	9	-1.4	4	0.1

Three compounds from above, ordered by the number in CHOP inhibitor, descending.
| molecule | CHOP inhibitor |
| --- | --- |
| COC(=O)CS(=O)(=O)c1ccsc1C(=O)Nc1ccc(F)c(F)c1 | 9 |
| COc1ccc(NC(=O)COC(=O)CC23CC4CC(CC(C4)C2)C3)c([N+](=O)[O-])c1 | 7 |
| N#CC1=C(N)NC(SCC(=O)Nc2ccccc2)=C(C#N)C12CCCCC2 | -3 |

(more compounds)
SMILES	14-3-3 Bad inh	PGE2 EP2 inh	EP2 mod	PPC-1+TRAIL kill	NPY Y1 blocker	CHOP inhibitor	zfTRPN1 agonist	NPY1 pot ag	TRPML3 agonist
Cc1ccc(C(=O)N2CCN(c3cccc(Cl)c3)CC2)cc1C	8	10	-26	31	-1	x	0.0	-3	-0.3
Cc1c(NC(=O)C(C)OC(=O)c2cccc(S(=O)(=O)N(C)C)c2)c(=O)n(-c2ccccc2)n1C (configuration not stated)	-7	3	-4	-2	-4	7	0.4	-4	0.6
COc1ccc(NC(=O)CNS(=O)(=O)c2cccs2)cc1	5[fluorescence artefact?]	13	6	18	2	-4	0.0	13	1.0
CC1CCN(CCCNC(=O)c2cc3c(Cl)nc4ccccc4c3s2)CC1	5	4	-22	13	10	43	1.1	-11	0.5
Cc1[nH]n(-c2ccccc2)c(=O)c1N=Nc1nccs1	-7	3	6	-1	3	3	-0.8	2	0.8
Cc1ccc(OCc2nc(-c3ccc(Cl)cc3)n[nH]2)cc1	9	9	-32	-19	5	100*	-1.4	3	-0.6
Cc1cc(C)n2nc(-c3ccc(F)cc3)nc2n1	-5	8	-4	-2	6	-14	1.5	14	0.5
O=C1CC(c2cccc([N+](=O)[O-])c2)c2c(ccc3ccccc23)N1 (configuration not stated)	-4	26	-8	38	-2	22	-2.4	-3	-0.1
CCN(CC)C(=O)N1CCN(C)CC1	-1	12&10	1&39	15	2	2	-0.7	19	0.4
COc1ccc(-c2csc(NC(=O)C3=NN(c4ccccc4)C(=O)CC3)n2)cc1	-10	4	-66	1	-2	10	5.0	-7	2.9
CCOC(=O)c1csc(N)n1	-10	11	21	-1	-4	-6	0.9	5	0.7
CCOC(=O)/C(C#N)=C/Nc1ccccc1OC	-3	9	17	5	2	-30	-2.9	14	-1.0
O=C(Nc1ccc(Nc2ccncc2)cc1)c1ccc(Nc2ccnc3ccc([N+](=O)[O-])cc23)cc1[N+](=O)[O-]	77*	8	-20	8	x	-55	1.6	-9	0.9
Nc1nc(NC(=O)c2cccc(S(=O)(=O)N3CCCCCC3)c2)nc(-c2ccccc2)n1	-18	18	-19	28	1	17	0.5	-12	0.0
COC(=O)C(NC(C)=O)(Nc1ccc(Br)cn1)C(F)(F)F (configuration not stated)	-6	17	17	12	1	16	1.9	-17	0.0
C/C(=N/NC(N)=S)c1ccc(Br)s1	-20	7	-64	-1	0	14	-1.5	3	0.0
COc1ccc(C(=O)NC2c3ccccc3-c3ccccc32)cc1	6	8	9	10	1	-29	-0.2	-7	-0.3
Cc1csc2ncnc(NNC(=O)c3ccc(Cl)cc3)c12	-14	11	-16	-10	x	29	8.1	18	3.9
COc1ccc(CCNC(=O)C(=O)N2CCCC2)cc1OC	-3	4	-31	19	-6	-10	0.1	18	-0.5
COc1ccccc1OCCC(=O)N1CCN(c2ccccc2OC)CC1	1	9	10	3	x	-7	2.3	-27	0.5
CC1CCN(c2nc3c(c(=O)n(C)c(=O)n3C)n2CCSc2nc3ccccc3o2)CC1	-6	2	40	-1	3	15	0.4	-26	0.0
Cc1ccc(NC(=S)NC(=O)c2ccc(-c3ccc(Cl)cc3)o2)c(O)c1	4	5	6	4	-3	12	-0.7	7	0.1
Cc1n(CC(O)COCc2ccccc2)c2ccccc2[n+]1C (configuration not stated)	16	x	19	1	3	0	-0.2	-19	0.7
NC(=O)CN1CCN(C(=O)NC2CCCCC2)CC1	-12	4	13	9	-1	1	2.5	-11	1.4
S=C1Nc2ccccc2Sc2ccc(Cl)cc21	26	1	-8	28	6	45	-0.7	-8	-0.3
Cn1cnnc1SC(C(=O)c1ccccc1)c1ccccc1 (configuration not stated)	0	16	5	9	2	12	-1.5	-4	0.2
COc1ccc(OC)c(Nc2nc(N)nc(CCl)n2)c1	6	9	-21	4	x	-22	-1.4	25	0.2
Oc1c(C=NCc2ccc(F)cc2)[nH]c2ccc(Br)c(Cl)c12	0	13	-33	21	3	55	0.9	5	0.6
CCOC(=O)c1c(NC(=O)C2C3CCC(O3)C2C(=O)O)sc(C)c1-c1ccc(F)cc1 (configuration not stated)	-6	18	13	24	-3	11	0.2	24	-0.5
CN(C)c1ccc(NC(=O)COC(=O)c2cc(Cl)ccc2[N+](=O)[O-])cc1	-12	1	-67	19	3	22	-1.7	9	0.0
COc1ccc(C(=O)NC(=S)NNC(=O)CNC(=O)C2CCCCC2)cc1	-20	5	22	5	-3	14	1.2	-5	0.8
C/C(=N\NC(=O)Cn1nc(C)c([N+](=O)[O-])c1C)c1ccco1	-3	5	19	11	x	-16	1.0	22	1.4
COc1ccc(Cl)cc1C(Nc1cccnc1)c1ccc2cccnc2c1O (configuration not stated)	28	4	21	31	2	17	1.5	4	1.1
CCOC(=O)Cc1csc(SCC(=O)N2CCN(c3ccc(OC)cc3)CC2)n1	-9[fluorescence artefact?]	-1	-5	20	8	19	1.1	8	1.0
CC(=O)O[C@@H]1C[C@H]2C(C)=C[C@H]3OC(=O)[C@@H](C)[C@H]3C[C@H]2[C@]1(C)O	-4	20	-6	4	x	-27	x	x	x
Cc1nc2c(c(=O)n1CCC1=CCCCC1)c1nc3ccccc3nc1n2/N=C/c1ccccc1	-3	8	2	27	9	-9	0.4	-14	0.6
Cc1noc(C)c1-c1nc(CSc2ccccc2)no1	-9	5	-23	20	x	-5	-2.3	4	-0.8
Cc1ccc(NC(=O)CSc2nnc(-c3ccncc3)o2)cc1C	-6	3	-9	6	4	5	0.7	-21	1.4
Cc1ccc(NC(=O)COC(=O)C2CSC3(C)CCC(=O)N23)cc1S(=O)(=O)N1CCOCC1 (configuration not stated)	-11	6	-1	3	4	9	2.3	20	0.9
COC(=O)c1ccc2c(=O)[nH]c(CN3c4ccccc4CC3C)nc2c1 (configuration not stated)	-11	9	24	3	2	39	-0.7	4	-0.3
CC(C)N(CC#CCC1(O)c2ccccc2-c2ccccc21)CCO	48	14	6	11	4	6	0.7	-21	0.0
CCN1C(c2ccccc2)C(C)C(=O)C(C)C1c1ccccc1 (configuration not stated)	-7	15	71*	20	14	57	-0.7	-31	0.0
COC(=O)c1cc(-c2ccccc2)n(CC(=O)O)c1C	-4	7	22	-6	1	11	1.9	-25	0.5
O=C(OCC(=O)N1CCN(C(=O)COC(=O)c2ccncc2)CC1)c1ccncc1	0	11	12	-5	2	2	2.4	-20	1.2
Cc1cc(C)n(-c2ccc(C(=O)OCC(=O)NCc3ccc(Cl)cc3)cc2)n1	0	10	-13	29	5	17	1.2	-2	0.6
O=C(NC(=S)Nc1cccnc1Cl)c1ccco1	3	8	4	4	1	5	0.1	-35	0.6
COc1ccc(-c2ccc(/C=N/NC(=O)c3cccnc3)o2)c([N+](=O)[O-])c1	79*[fluorescence artefact?]	15	-30	26	4	12	0.3	-2	0.8
Cc1cc(C)c2c(n1)sc1c(=O)n(Cc3ccccc3Cl)nnc12	-12	x	67*	-5	-5	3	-1.2	9	0.3
Cc1csc(SCC(=O)NCc2cccs2)n1	1	9	28	12	4	-1	0.2	3	0.3
CC(CC(=O)Nc1ccc(F)c([N+](=O)[O-])c1)c1ccccc1 (configuration not stated)	19[fluorescence artefact?]	10	-82	13	-1	61	0.3	2	-0.3
CN(C)c1ccc(/C=N/NC(=O)c2ccnn2C)cc1	-11	17	-45	22	-3	-26	-0.1	-12	-0.1
COC(=O)c1c(NC(=O)c2ccco2)sc(C(=O)Nc2ccc(F)cc2)c1C	1	10&4	-5&7	7	5	17	0.4	-12	0.7
O=C(CCC1CCCN(C(=O)C2=CCCCC2)C1)N1CCN(c2ccccn2)CC1 (configuration not stated)	-16	5	-18	-11	3	12	3.5	-9	0.8
Cc1cc(NC(=O)CCCC(=O)Nc2ccc(F)cc2)no1	8[fluorescence artefact?]	7&15	19&-6	19	7	27	0.2	-9	-0.3
O=C(O)c1ccc(N/N=C/c2ccc(-c3ccccc3Cl)o2)cc1	1	7	26	21	x	-17	0.8	1	0.1
CCOc1ccccc1CNS(=O)(=O)c1ccc2c(c1)oc(=O)n2C	6	6	3	10	2	39	1.7	-12	0.3

An excerpt, so the mix of outcomes need not match the whole.
